Screening results as filed in PubChem.
OXTR potentiator: human OXTR potentiation | CHO-OTR cells, Fluo-8 calcium fluorescence, potentiator mode; 0% = oxytocin EC15, 100% = EC100 | activation, % at 3 µM | hit rate 0.061% among 320,000 | AID 2445;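 active = activation above that plate's cutoff, the mean activation of tested compounds plus 3 SD, cut at about 6.6% in these data, passing the limit was not always enough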;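 also: 100% uses oxytocin at 75 nM as the full agonist control; some results filed as inactive read as strong as hits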
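System: human OTR in CHO cells / Also added: sub-maximal oxytocin, roughly EC15 / Control set: EC15 oxytocin low, 75 nM oxytocin high / Schedule: 6 min compound pre-incubation at room temperature, 100 s kinetic read / Compound: single-point 3.0 µM / Replication: singlicate / Technique: Fluo-8 calcium dye fluorescence / Read-out basis: % activation of max/min ratio relative to oxytocin controls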
TAAR1 agonist: human TAAR1 agonism | Q96RJ0 | CHO RD-HGA16 TAAR1, Fluo-8 calcium fluorescence; vehicle wells 0%, saturating PEA agonist 100% | activation, % at 3 µM | hit rate 0.99% among 360,000 | AID 624467;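 active = activation above the mean activation of all test compounds in the run plus 3 SD, cut at about 38% in these data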
Target sequence (Q96RJ0 whole entry, looked up): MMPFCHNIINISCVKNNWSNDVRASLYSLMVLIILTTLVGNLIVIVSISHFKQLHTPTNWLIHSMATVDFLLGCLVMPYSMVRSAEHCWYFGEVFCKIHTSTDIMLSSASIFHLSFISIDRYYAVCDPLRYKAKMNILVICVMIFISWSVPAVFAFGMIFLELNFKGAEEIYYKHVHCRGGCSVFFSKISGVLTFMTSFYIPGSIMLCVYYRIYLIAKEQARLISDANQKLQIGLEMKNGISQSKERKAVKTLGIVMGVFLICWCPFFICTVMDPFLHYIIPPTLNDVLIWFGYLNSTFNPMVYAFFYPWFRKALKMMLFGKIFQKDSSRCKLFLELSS
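System: CHO RD-HGA16 cells carrying human TAAR1 plus Gα16; Incubation: 17-24 h seeding, 75 min 37 °C dye, 30 min RT; Measured by: Fluo-8 fluorescence, 5 s baseline then 140 s kinetic read; Control set: DMSO and PEA EC100; Replication: single well for each compound.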
CHO-K1 Ca ag: M1 agonist counterscreen hit in parental CHO-K1 cells; Fluo-8 calcium fluorescence; scaled to maximal ATP response, vehicle zero; activation, % at 3 µM; hit rate 0.48% among 360,000; AID 602248; in the data active = activation above about 15%;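 also: untransfected CHO-K1 host cells lacking M1 receptor as counterscreen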
M1 antag: blocks human M1 muscarinic receptor; P11229; CHO-K1 hM1, Fluo-8 calcium fluorescence, ACh EC80 antagonist; inhibition, % at 3 µM; hit rate 1.3% among 360,000;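 active = percent inhibition above its own plate's cutoff, namely the mean of that plate's compound wells plus 3 SD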;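 also: peak over basal fluorescence ratio during 140 s after agonist addition; 0% = ACh EC80 plus DMSO and 100% = DMSO alone without agonist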
Target sequence (P11229 whole entry, looked up): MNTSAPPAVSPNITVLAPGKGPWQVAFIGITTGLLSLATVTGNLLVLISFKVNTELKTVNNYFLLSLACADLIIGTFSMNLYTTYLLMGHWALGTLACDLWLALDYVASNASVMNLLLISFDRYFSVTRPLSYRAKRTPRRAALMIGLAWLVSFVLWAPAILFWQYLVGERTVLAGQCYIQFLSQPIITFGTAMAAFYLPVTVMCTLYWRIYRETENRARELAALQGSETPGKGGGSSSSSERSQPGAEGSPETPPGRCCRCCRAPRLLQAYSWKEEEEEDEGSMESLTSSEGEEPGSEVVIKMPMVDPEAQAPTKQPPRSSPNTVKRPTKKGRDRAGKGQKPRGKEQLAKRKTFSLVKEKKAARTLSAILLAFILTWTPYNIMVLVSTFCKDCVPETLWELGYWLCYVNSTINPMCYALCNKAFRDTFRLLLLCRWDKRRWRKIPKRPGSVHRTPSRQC
M1 ag: activates human CHRM1 receptor. hit rate 0.33% among 360,000. activation, % at 3 µM. CHO-K1 hM1, Fluo-8 calcium fluorescence, agonist mode; 0% DMSO, 100% acetylcholine EC100;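 active = activation above the run's mean compound activation plus 3 SD, cut at about 16% in these data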;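 also: peak over basal fluorescence ratio within a 140 s kinetic read after compound addition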
CHO-K1 Ca antag: counter-screen for M1 antagonists: effect in parental CHO-K1 cells | ATP-induced calcium, Fluo-8 fluorescence | inhibition, % at 3 µM | hit rate 0.6% among 360,000;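 active = inhibition above a per-plate cutoff, the plate's mean sample inhibition plus 3 SD, cut at about 24% in these data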;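 also: 0% = DMSO plus EC80 ATP and 100% = DMSO alone without ATP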
CHO parental Ca: signal in parental CHO cells, OX1R antagonist counter-screen; hit rate 0.63% among 330,000; parental CHO-K1, ATP-induced calcium, Fluo-8 fluorescence; inhibition, % at 5.6 µM;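 active = inhibition above that plate's mean sample inhibition plus 3 SD, cut at about 26% in these data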;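 also: 0% = ATP-challenged DMSO wells and 100% = DMSO wells without ATP; some compounds past the cut are filed as inactive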
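Material: parental CHO cells / Compound: single nominal dose of 5.6 µM per compound / Signal: Fluo-8 fluorescence / Replicates: singlicate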
TAAR1 antag: antagonists of human TAAR1 | Q96RJ0 | CHO RD-HGA16 TAAR1, Fluo-8 calcium fluorescence, antagonist | inhibition, % at 3 µM | hit rate 1.5% among 360,000 | AID 624466;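 active = inhibition above a per-plate cutoff, the mean inhibition of test compounds on that plate plus 3 SD, cut at about 49% in these data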;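 also: 0% = DMSO plus EC80 beta-PEA response and 100% = DMSO alone without agonist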
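Test system: CHO RD-HGA16 cells bearing hTAAR1 | Reagent: β-PEA, EC80 | Compound dosing: 3 µM, single point | Schedule: Dye loading 75 min at 37 °C, then 30 min room temperature | Signal: Calcium fluorescence with Fluo-8 | Evaluation: Percent inhibition of PEA-evoked calcium signal, max/basal emission ratio | Control set: DMSO-only wells and EC80 β-PEA-stimulated wells | Repeats: Singlicate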
M1 PAM parental: nonselective activator or artifact in parental CHO-K1 calcium assay; ATP EC20, Fluo-8 calcium fluorescence; 0% at ATP EC20, 100% at ATP max; hit rate 0.02% among 360,000; activation, % at 3 µM;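 active = activation above the run cutoff, the mean activation of all test compounds plus 3 SD, cut at about 40% in these data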;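 also: peak over basal fluorescence ratio in a 140 s read after ATP addition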
Starred values were filed as active, the others as inactive; x = not tested or not shown. The order is random. About 4.2% of those tested had a hit in this group.

SMILES	OXTR potentiator	TAAR1 agonist	CHO-K1 Ca ag	M1 antag	M1 ag	CHO-K1 Ca antag	CHO parental Ca	TAAR1 antag	M1 PAM parental
Cc1sc2ncn(/N=C/c3ccco3)c(=O)c2c1C	0.8	0.3	0.9	-5.9	-2.5	-12.7	-2.8	-9.2	19.0
COc1ccccc1Cc1c(-c2ccc(OC)c(OC)c2)nc2c(Cl)cc(C(F)(F)F)cn12	x	2.3	0.2	x	x	-8.6	x	19.8	10.3
Cc1ccc(Nc2cc(C)nc(-c3ccccc3O)n2)cc1	-16.2	11.1	0.9	6.6	-4.5	-3.9	-7.2	21.0	21.4
O=S(=O)(NC1CCN(S(=O)(=O)c2c(F)cccc2F)CC1)c1ccc2c(c1)OCCO2	-11.8	5.0	2.2	5.6	-2.5	-5.7	-13.2	11.6	3.3
O=C(NCCc1ccccc1)C1CCCN(S(=O)(=O)c2cccc3nonc23)C1 (stereo not drawn)	-8.8	8.5	-0.4	-4.4	-3.7	-3.4	-1.8	3.1	19.9
CCOC(=O)N/N=C/c1ccccc1OCc1ccc(Cl)cc1	-4.7	2.7	0.2	1.7	-9.2	-4.0	-18.4	14.1	5.0
c1ccc2oc(-c3ccn[nH]3)cc2c1	-3.9	1.5	0.4	-16.1	-1.5	-13.9	-1.9	-15.7	9.1
Cc1cc(C)c2c(n1)sc1c(=O)n(CC(=O)c3ccccc3)cnc12	-6.0	0.8	0.8	-20.4	-3.1	-12.6	-23.2	0.6	19.0
COC(=O)C[C@H]1C=C[C@@H](C(C(=O)OC)C(=O)OC)CN1C(C)=O	x	1.8	0.8	-5.6	-0.1	-11.2	x	3.3	7.2
CC(C)CN(C(=O)COC(=O)c1nc(Cl)ccc1Cl)c1c(N)n(Cc2ccccc2)c(=O)[nH]c1=O	-7.3	0.5	0.4	-8.2	-1.8	-4.5	-7.0	-20.4	23.5
O=C(CSc1nc2ccc(NC(=O)c3ccccc3C(=O)O)cc2s1)Nc1c(Cl)cccc1Cl	-9.4	-1.2	4.6	-4.1	-4.2	-12.6	-3.1	-21.6	5.2
COc1cccc(/C=C/C(=O)OCC(=O)Nc2ccc(Cl)c(S(=O)(=O)N(C)C)c2)c1	-4.9	11.6	6.0	10.5	-7.8	2.9	-8.1	29.7	4.0
COc1cccc(NC(=O)c2ccc(-c3ccc([N+](=O)[O-])cc3)o2)c1	-5.2	3.4	2.1	-0.8	-15.0	6.6	-12.8	28.1	-1.3
COc1ccc(NC(=S)Nc2ccccc2F)c(OC)c1	-4.2	7.6	0.2	-2.3	-4.1	-4.6	-1.0	15.1	8.8
Cc1cccc(NS(=O)(=O)c2ccc3oc(=O)ccc3c2)c1C	-8.3	5.8	1.8	-8.0	0.7	-0.9	-5.2	-12.2	19.7
Cn1cc(S(=O)(=O)c2ccccc2)n(C)c1=O	1.6	4.2	-0.1	-0.5	-3.0	-7.7	3.0	-10.0	8.3
Cc1ccc(S(=O)(=O)Nc2c(C)n(C)n(-c3ccccc3)c2=O)cc1C(=O)NCc1ccccn1	-4.9	8.8	-0.3	-30.6	-1.8	-0.3	-5.8	13.9	6.7
Cc1ccc(Cn2c(=O)c3c(nc4n3CCN4Cc3ccco3)n(C)c2=O)cc1	-11.1	-0.8	1.0	-7.2	-1.4	-20.3	-19.9	5.9	2.1
COc1ccccc1C(=O)NCCC(=O)NN1C(=O)NC2(CCCCC2)C1=O	-2.6	-0.4	0.4	-4.4	-1.1	-3.6	-6.2	-14.3	-2.0
COc1ccc(NC(=O)COC(=O)c2ccc3ccccc3n2)c(OC)c1	-1.8	-1.2	0.8	-11.1	-5.0	-13.0	-14.5	-4.9	9.9
CC(/C=C/c1ccccc1)=N\NC(=O)Cn1nc(C)cc1C	-7.0	0.1	-0.2	9.4	-4.3	-13.6	-3.4	7.1	29.9
CC(C)[C@H](NC(=O)c1c(F)cccc1F)C(=O)OCC(=O)NNC(=O)c1ccccc1	x	2.3	0.6	-3.3	-2.7	-14.2	x	0.9	14.4
O=C(NC1CCCC1)c1cc2cc(Br)ccc2o1	-6.7	7.0	1.4	-9.1	-3.5	-5.2	-13.9	4.8	-14.2
CC(=O)N1CCN(C(=O)c2cccc(S(=O)(=O)Nc3c(C)n(C)n(-c4ccccc4)c3=O)c2)CC1	x	1.1	0.0	-5.8	-1.3	20.8	x	-15.4	-1.8
COc1ccc2nc(NC(=O)C3CCN(S(=O)(=O)c4cccnc4)CC3)sc2c1	-9.8	7.4	1.5	-5.4	1.1	4.6	7.3	8.6	7.0
Cc1cc(C)nc(Nc2cccc3ccccc23)n1	-18.8	5.4	-0.3	-14.6	-4.2	-10.2	-21.0	-18.3	17.6
CCN(CC)c1ncnc2c1cnn2Cc1ccc(C)cc1	-5.4	12.0	6.3	-3.5	-1.9	-6.6	-13.7	12.4	-7.7
Cc1ccc(S(=O)(=O)C2(C(=O)O)CCCC2)cc1C	1.9	12.7	0.0	-10.5	-3.1	-16.8	-9.8	-11.2	11.2
COc1cc(-c2onc3ccc(Br)cc23)cc(OC)c1OC	-3.9	8.0	1.5	0.5	-11.7	-13.8	-32.2	9.7	8.9
Cc1noc(C)c1C(=O)NCc1ccccc1Br	-2.0	0.3	1.8	-17.6	-7.8	-11.8	-14.7	-1.1	9.0
N#CCCN(Cc1ccccc1)C(C(=O)NC1CCCCC1)C1CC1 (stereo not drawn)	x	1.3	0.1	-0.5	-5.8	-8.9	x	-8.9	0.5
OCc1ccccc1-c1ccc2nncn2c1	x	1.6	0.3	3.4	-2.6	0.3	x	-4.2	-8.9
CC(=O)Nc1ccc(C(=S)NCCCO)cc1	0.7	0.0	-0.7	-5.7	-4.7	-9.2	6.5	5.1	12.7
COc1ccccc1C(=O)N(CN1CCCC1=O)c1cccc(Cl)c1	3.8	2.8	0.2	-9.1	-6.5	12.9	-11.8	4.9	-6.2
O=C1NC[C@H](CCCCN2C[C@H](Cc3ccccc3)N(CCc3ccccc3)C(=O)C2=O)N(CCc2ccc(O)cc2)C1=O	x	2.5	0.4	x	x	6.0	x	-6.4	-8.1
CC(C)CCn1c(N2CCOCC2)nc2c1c(=O)n(CC(N)=O)c(=O)n2C	-14.3	3.9	0.0	-44.8	2.7	-0.6	-6.0	-6.8	-3.4
COc1ccc2cc(-c3ccccc3F)ncc2c1	-1.2	1.6	-0.3	9.5	-6.4	-4.3	-9.9	2.8	2.1
CCOC(=O)c1nc(NCc2ccccc2C)c2ccccc2n1	1.3	-0.3	5.0	-10.9	-4.7	6.0	-22.4	1.6	11.0
CC(C)OC(=O)CC1C(=O)NCCN1C(=S)NC(=O)c1ccccc1 (stereo not drawn)	-10.4	0.6	4.9	5.8	-5.1	8.1	-4.4	5.5	2.7
Cc1ccccc1NC(=O)Nc1ccccc1Br	-1.4	-2.4	0.5	-1.2	-6.8	-6.5	-2.8	9.2	20.4
O=C(CCNS(=O)(=O)c1ccccc1)N1CCOCC1	-9.6	1.7	0.5	-8.6	-2.6	-2.9	-5.2	-22.1	-13.6
O=C(CSc1nnc(CNc2ccc(Cl)cc2)o1)Nc1nc2ccccc2s1	-3.3	3.5	0.2	-11.1	-3.3	0.2	-14.2	0.6	14.1
COC(=O)Nc1ncc(CN2C(=O)c3ccccc3C2=O)s1	7.5	10.9	0.1	-12.8	1.2	-14.2	-7.8	6.1	4.1
CCOC(=O)c1ccc(NS(=O)(=O)c2cn(C)cn2)cc1	1.1	1.2	-0.1	-20.3	-1.5	-19.1	5.2	-11.8	20.8
NC(=O)c1ccsc1NC(=O)COC(=O)COc1ccccc1[N+](=O)[O-]	-13.4	16.9	14.8	6.9	3.8	-1.8	-23.9	45.9	5.5
Cn1ncc(Br)c1C(=O)Nc1cccc(C(F)(F)F)c1	1.3	3.1	6.5	-1.2	-5.1	7.1	-0.1	-9.8	9.0
CN(Cc1ccco1)C(=O)C1CCN(c2nnc(-n3cccc3)s2)CC1	-10.7	-0.2	0.3	-26.0	-5.8	-10.1	-22.6	-5.5	-10.1
Cc1nn(-c2ccccc2)c(Cl)c1C(=O)OCC(=O)NCCc1ccccc1	x	0.1	3.6	-10.6	-3.2	6.3	x	40.1	3.7
CCOC(=O)c1c(NC(=O)C2CC=CCC2C(=O)O)sc(C)c1CC (stereo not drawn)	-10.4	8.8	-0.6	11.5	-1.9	-0.1	-1.3	12.2	-8.9
COCCCNC(=S)N(CCO)Cc1cc2cc3c(cc2[nH]c1=O)OCCO3	-7.0	2.9	0.0	-18.3	-4.7	-5.1	2.7	-14.9	13.8
O=C(N/C(=C/c1ccccc1)C(=O)N1CCCCC1)c1ccco1	-4.0	1.9	1.0	-5.7	-3.4	-11.8	-1.8	-17.6	6.2
CCC(C)NCCOCCOc1ccc(Cl)cc1Br (stereo not drawn)	-8.8	3.1	0.7	42.1*	-7.5	15.6	-9.7	6.0	-9.5
COC1C(CO)OC(n2c3c(Cl)cccc3c3c4c(c5c6cccc(Cl)c6[nH]c5c32)C(=O)NC4=O)C(O)C1O (stereo not drawn)	x	2.4	0.0	-17.2	12.4	-7.7	x	-7.4	4.7
O=c1[nH]c(C2CCN(S(=O)(=O)Cc3ccccc3)CC2)nc2c1nnn2Cc1cccc(Cl)c1	-1.7	2.5	1.4	2.8	-6.7	-5.0	-21.2	4.1	-0.5
Cc1ccc(C(=O)NCc2ccc(N3CCN(C)CC3)cc2)cc1C	-3.3	7.8	1.0	5.7	-4.8	-9.8	-16.4	-17.8	-6.5
Fc1ccccc1-c1nc(-c2ccc(Cl)cc2)no1	6.7	1.5	0.7	-1.3	-3.9	-3.2	0.1	2.8	13.9
COc1ccccc1NC(=O)NNC(=O)CN1C(=O)COc2ccccc21	-10.3	-0.7	0.6	-9.7	-0.4	-9.2	-4.5	-24.7	3.9
O=[N+]([O-])c1cccc(S(=O)(=O)NCCc2cccs2)c1	-7.6	-0.4	0.8	5.9	-4.8	-12.4	-3.6	10.6	1.7

Full records as entered above:
Record of CCOC(=O)c1c(NC(=O)C2CC=CCC2C(=O)O)sc(C)c1CC (stereo not drawn) = OXTR potentiator = -10.4; TAAR1 agonist = 8.8; CHO-K1 Ca ag = -0.6; M1 antag = 11.5; M1 ag = -1.9; CHO-K1 Ca antag = -0.1; CHO parental Ca = -1.3; TAAR1 antag = 12.2; M1 PAM parental = -8.9
Record of Cc1nn(-c2ccccc2)c(Cl)c1C(=O)OCC(=O)NCCc1ccccc1 = OXTR potentiator = x; TAAR1 agonist = 0.1; CHO-K1 Ca ag = 3.6; M1 antag = -10.6; M1 ag = -3.2; CHO-K1 Ca antag = 6.3; CHO parental Ca = x; TAAR1 antag = 40.1; M1 PAM parental = 3.7
